Compound activity from PubChem.
Cycloheximide cs – counter-screen hit for Shiga toxin inhibitors, cycloheximide | cell reporter, cycloheximide protein synthesis inhibition counterscreen | max response, % | 300,000 tested, 12% active; in the data active = max response mostly above about 13%, no sharp cut-off; inactive = mostly below about 14%; note: read at 38.3 µM for the half of the compounds with a filed dose; 0% is about no effect
TbPYK inhibitor – T. brucei pyruvate kinase inhibition. TbPYK enzyme, Kinase-Glo Plus ATP luminescence, 45 min. 410,000 tested, 0.12% active. Potency, µM (highest dose often 76.8 µM), for the others: at the top dose activity, negative = inhibition, most hits filed as inhibitors; note: potency is the fitted concentration of half-maximal effect; % is set by controls: 0 for no effect and ±100 for the full control effect; nearly all actives have a fitted effect of over 50% in size
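Enzyme and substrate buffer are dispensed first and compound is pin-transferred. ADP at 130 uM final then starts the reaction, which runs 45 min at room temperature. Detection reagent is added for 10 min before luminescence is imaged.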
AmpC inh no detg – blocks E. coli AmpC beta-lactamase in detergent-free assay; AmpC nitrocefin hydrolysis, absorbance 480 nm, 0.0001% Triton; Potency, µM (highest dose often 57.1 µM), inactives show at the highest dose activity change, negative = inhibition, actives largely listed as inhibitors; 330,000 tested, 0.52% active;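 note: potency is the fitted concentration of half-maximal effect; plate controls were no compound for no effect and no enzyme for full effect; nearly all actives have a fitted effect of over 20% in size; some results filed as inactive show a strong effect at the top dose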
Target sequence (P00811 whole entry, looked up): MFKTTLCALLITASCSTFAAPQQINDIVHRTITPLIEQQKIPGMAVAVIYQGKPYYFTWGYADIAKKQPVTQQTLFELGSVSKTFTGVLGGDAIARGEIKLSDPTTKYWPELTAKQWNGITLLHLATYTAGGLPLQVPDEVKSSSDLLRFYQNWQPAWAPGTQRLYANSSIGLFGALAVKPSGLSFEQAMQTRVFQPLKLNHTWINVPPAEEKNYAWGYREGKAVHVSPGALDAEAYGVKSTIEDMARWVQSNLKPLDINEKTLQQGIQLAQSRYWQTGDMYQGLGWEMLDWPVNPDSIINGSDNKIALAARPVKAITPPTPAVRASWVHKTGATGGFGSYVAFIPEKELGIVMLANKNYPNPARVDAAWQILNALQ
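20 mM phosphate pH 7.0 + 0.01% (detergent screen) or 0.0001% Triton X-100; 5.3 nM AmpC reagent; cpd preinc 15 min RT; nitrocefin (800 uM stock) to start; A480 q20 s × 4 min; Activity was normalised to no-enzyme and no-compound control wells.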
Pf growth 96h – P. falciparum growth inhibition at 96 hours. 320,000 tested, 6.9% active. P. falciparum luciferase reporter growth, 96 h. Potency, µM (highest dose often 28.7 µM), without a hit: at the top dose activity change, negative = inhibition, actives largely listed as inhibitors; note: potency is the fitted concentration of half-maximal effect; % is set by controls: 0 for no effect and ±100 for the full control effect
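96 h incubation, 37 C, 5% CO2, of luciferase-reporter P. falciparum-infected RBCs (2% hematocrit, 0.05% parasitemia final) with test compounds; endpoint luminescence.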
Shiga inhibitor – Shiga toxin inhibition | Vero cells, Shiga toxin protein synthesis inhibition reporter | inhibition, % at 38.7 µM | 290,000 tested, 9.2% active | AID 2315; in the data active = inhibition mostly above about 28%, no sharp cut-off; inactive = mostly below about 43%; note: 0% is about no effect
LmPK inhibitor – LmPK (Leishmania mexicana) enzyme inhibition | purified LmPK, Kinase-Glo ATP luminescence, 1 h | Potency, µM (highest dose often 57.5 µM), without a hit: top-dose activity change, negative = inhibition, hits mostly inhibitors | Q27686 | 290,000 tested, 0.37% active; note: potency is the fitted concentration of half-maximal effect; % is set by controls: 0 for no effect and ±100 for the full control effect
Target sequence (Q27686 whole entry, looked up): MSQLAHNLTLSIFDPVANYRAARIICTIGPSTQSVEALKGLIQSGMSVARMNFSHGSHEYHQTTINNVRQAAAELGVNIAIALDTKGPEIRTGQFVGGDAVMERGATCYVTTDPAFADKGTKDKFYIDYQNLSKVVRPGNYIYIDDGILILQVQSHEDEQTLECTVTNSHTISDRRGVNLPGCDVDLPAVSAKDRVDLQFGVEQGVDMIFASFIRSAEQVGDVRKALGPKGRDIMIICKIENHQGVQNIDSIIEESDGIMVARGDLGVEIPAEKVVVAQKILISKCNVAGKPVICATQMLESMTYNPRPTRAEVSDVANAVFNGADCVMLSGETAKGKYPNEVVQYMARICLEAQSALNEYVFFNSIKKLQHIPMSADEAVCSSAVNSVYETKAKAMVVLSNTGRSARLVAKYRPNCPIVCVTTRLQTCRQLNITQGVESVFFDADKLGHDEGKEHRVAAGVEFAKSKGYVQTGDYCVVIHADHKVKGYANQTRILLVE
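Kinase-Glo luminescence read after 1 h RT reaction of 0.1 nM LmPK with 0.5 mM PEP and 0.1 mM ADP. Activity scaled between uninhibited and enzyme-free controls.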
Pf growth 48h – P. falciparum growth inhibition at 48 hours (one generation); Potency, µM (top dose mostly 28.7 µM), for the others: at the highest dose activity change, negative = inhibition, usual class: inhibitors; 310,000 tested, 5.9% active; P. falciparum luciferase growth in erythrocytes, 48 h; AID 504832; note: potency is the fitted concentration of half-maximal effect; % is set by controls: 0 for no effect and ±100 for the full control effect
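Luminescence readout; reporter = integrated firefly luciferase in P. falciparum. RBC culture at 2% hematocrit, 0.1% parasitemia final, 37 C/5% CO2; decreased signal taken as growth inhibition.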
Numbers without * were called inactive; ? = inconclusive; nt = no result given; & = joins results of further samples; [ ] = dose if it differs, or a comment. Unless noted, calls come from the whole dose curve; as a rule, active = well fitted curve in the direction sought with a large enough effect; inconclusive = small, poorly fitted or top-dose-only effect, or another doubt; inactive = no such curve, though single readings can be large; an effect the other way counts as inactive or inconclusive.

Every second line gives: Pf growth 96h, TbPYK inhibitor, Shiga inhibitor, AmpC inh no detg, Cycloheximide cs, Pf growth 48h, LmPK inhibitor
Cc1cccc(NC(=O)CCCCCN2C(=O)c3ccccc3C2=O)n1
→ 40.3%[activator], -3.3%, 12.0, 7.08µM*, 5.5, 8.2%, 0.3%
O=P(C(c1c[nH]c2ccccc12)N1CCOCC1)(N1CCOCC1)N1CCOCC1 (stereo not given)
→ 6.8%, 1.0%, -9.4, -0.2%, 9.4, 0.0%, -5.4%
CCCCN(C(=O)c1cccc(S(=O)(=O)N2CCN(C)CC2)c1)c1c(N)n(CC(C)C)c(=O)[nH]c1=O
→ 0.0%, -7.8%, nt, -5.7%, nt, -6.0%, nt
COC(=O)c1ccc(NC(=O)C2C3C=CC(O3)C2C(=O)O)cc1 (stereo not given)
→ -19.3%, -2.7%, 29.7*, -11.6%, 19.6*, 33.2%[activator], -0.6%
Cc1cc(N2C(=O)CCC2=O)n(-c2ccccc2)n1
→ 10.4µM*, -1.6%, -7.2, -25.3%, -1.3, 3.9%, -1.1%
Nc1nnc(SCC(=O)NCCNC(=O)CSc2nnc(N)s2)s1
→ 12.7%, -6.8%, nt, -14.8%, nt, 13.5%, nt
CC[C@@]12C(=O)N(c3cccc(Br)c3)C(=O)N1[C@H](c1ccc(Cl)cc1)[C@@H]1C(=O)N(C3CCCCC3)C(=O)[C@@H]12
→ 8.28µM*, 1.9%, -1.1, 69.5%[activator], -1.4, ?, -2.7%
O=[N+]([O-])c1ccc(N2CCNCC2)cc1NCc1ccco1
→ -5.6%, 33.9%[activator], -7.1, 17.8µM*, 2.0, 0.6%, -0.5%
Nc1nc(NC(=O)c2cccs2)nn1-c1ccccc1
→ -27.4%, 4.5%, 83.7, -4.6%, 30.3*, 143.8%[activator], -5.3%
Cc1cc(NC(=O)c2ccccc2)n(-c2ccccc2)n1
→ 1.85µM*, 5.9%, -1.9, -2.6%, 0.8, -6.1%, -2.1%
COc1cc(CNS(=O)(=O)c2ccc3c(c2)CC(C)N3C(=O)C2CCC2)cc(OC)c1OC (stereo not given)
→ ?, -20.3%, 14.6, 40.9%, 1.0, -28.7%, -3.9%
CCOc1ccc(OCCCC(=O)ON=C(N)c2ccccc2Cl)cc1
→ 8.5%, -0.2%, nt, -14.0%, nt, ?, nt
COc1ccc(C2c3c(-c4ccccc4)n[nH]c3C(=O)N2c2ccc(C(=O)O)cc2)cc1 (stereo not given)
→ ?, -5.8%, 0.1, -32.0%, 1.0, ?, -9.0%
Cc1[nH]c2ccc(C(=O)NCCN3CCCCCC3)cc2c1C
→ ?, -0.7%, -9.7, 37.2%, -2.4, ?, -1.9%
CCCC(O)(CCN1CCOCC1)c1ccc(Cl)cc1 (stereo not given)
→ -13.9%, -10.5%, -8.2, 25.3%, 0.7, -11.6%, -6.1%
CN(C)S(=O)(=O)N1CCN(S(=O)(=O)c2ccccc2)CC1
→ ?, 7.1%, -13.3, -15.4%, -3.5, -3.6%, 0.6%
C/C(=N\Nc1cccc2cccnc12)c1ccccc1O
→ nt, -7.2%, 46.4*, -16.0%, 36.1*, 368.1%[activator], -6.9%
COc1ccc(NS(=O)(=O)c2ccc(N3CCOCC3)c(NC(=O)c3ccccc3Cl)c2)cc1
→ 0.0%, 5.7%, 14.1, -23.3%, 4.6, 10.4µM*, 2.8%
CCCSc1nc2cc(C)c(C)cc2n1CC(C)O (stereo not given)
→ 27.1%, -0.1%, 72.5*, -6.6%, 26.3*, 30.7%[activator], 4.2%
CCOC(=O)Cc1cc(=O)[nH]c(/N=C(\N)Nc2ccc(C)c(C)c2)n1
→ 6.3%, 2.1%, -6.4, -3.8%, 1.7, -2.1%, 1.5%
CCn1c(SCC(=O)Nc2cccc(C)c2)nc2nc3c(cc2c1=O)COC(C)(C)C3
→ ?, -0.9%, 20.8, 6.6%, 1.1, ?, 7.2%
O=C(/C=C/c1ccc(O)cc1)c1c(O)cc(O)cc1O
→ 17.4%, -9.6%, -6.5, -30.5%, -2.5, 31.1%[activator], -0.1%
CCNC(=S)Nc1sc2c(c1C#N)CCC(C)C2 (stereo not given)
→ 5.86µM*, -9.9%, 20.9, -17.7%, 8.6, ?, 2.4%
O=C(O)CCNC(=O)/C(=C/C=C/c1ccccc1)NC(=O)c1ccccc1
→ -11.1%, 1.2%, -8.6, -26.6%, -2.2, 17.1%, 14.2%
Cc1cc2c(s1)c1cnn(-c3ccccc3)c(=O)c1n2C
→ ?, 0.0%, nt, -10.3%&56.7%, nt, ?, nt
CCCC(=O)Nc1ccc(C#Cc2ccccc2)cc1
→ -34.1%, 2.8%, 115.0*, -24.2%, 51.2*, 52.4%[activator], -0.9%
Cc1ccc(S(=O)(=O)N2C(=O)CCC2C(=O)N2CCCCC2)cc1 (stereo not given)
→ -8.4%, -0.7%, 3.3, 3.1%, -2.7, -4.3%, -7.8%
Cc1cc(N)n(-c2ccccn2)n1
→ 38.7%[activator], 0.9%, 72.0*, 2.1%, 17.4*, 53.0%[activator], -11.5%
Cc1cccc(C(=O)NCc2nnc(SCC(=O)NC3CCCC3)n2C)c1
→ 7.1%, 1.9%, -5.4, -10.8%, -3.0, 18.1%, -1.6%
Cc1cc(C(=O)OCC(=O)Nc2c(F)cccc2F)c(C)n1-c1ccccc1
→ -5.6%, -16.0%, 109.5*, -15.7%, 55.5*, 40.2%[activator], -2.7%

Every second line gives: Pf growth 96h, TbPYK inhibitor, Shiga inhibitor, AmpC inh no detg, Cycloheximide cs, Pf growth 48h, LmPK inhibitor
COc1ccccc1/C=C\C(=O)NCC(=O)N/N=C(/C)c1cccc([N+](=O)[O-])c1
→ 0.6%, -0.1%, 8.2, -26.2%, 8.8, -1.8%, 4.2%
CN(C)S(=O)(=O)Nc1cccc(NC(=O)CC23CC4CC(CC(C4)C2)C3)c1
→ -20.7%, -2.6%, -4.7, -33.5%, -1.9, 0.0%, -3.5%
CC(C)c1ccccc1OCCCCCNCCO
→ 4.15µM*, -11.0%, 12.9, 97.1%[activator], 11.1, 4.15µM*, 2.1%
Cc1cc(C(=O)NCc2cc(F)cc3c2OCOC3)nn1C
→ 46.8%, 2.6%, 17.1, -1.9%, 0.3, 0.7%, 4.1%
O=C(NCc1ccco1)c1ccc2c(=O)n(-c3ccccc3)c(=S)[nH]c2c1
→ 39.8%[activator], -2.0%, -8.0, -23.9%, -4.0, 38.9%[activator], -0.6%
COc1ccccc1-n1c(SCC(=O)N(C)C2CCS(=O)(=O)C2)nc2ccccc2c1=O (stereo not given)
→ 119.2%[activator], 4.7%, -5.0, 12.2%, -1.3, -2.6%, 2.0%
CCc1ccccc1OCc1nnc(N)s1
→ nt, -1.8%, -11.9, -14.6%, -2.4, 15.1%, 1.0%
O=C(NCCCn1ccnc1)/C(=C/c1cccnc1)NC(=O)c1ccco1
→ 16.3%, -1.6%, -9.9, -17.9%, -2.8, 3.8%, -2.5%
Cc1ccc(CC(=O)NCC(C)C)cc1
→ -14.6%, -2.3%, -1.0, -6.1%, 2.8, 22.8%, 0.5%
COCCNC(=O)CN(C(=O)Cn1nnc2ccccc21)c1ccc(C)c(F)c1
→ -3.8%, 4.7%, -4.3, -21.6%, -1.5, 18.5%, 1.7%
O=C(Nc1cccc(-c2nn[nH]n2)c1)c1ccc(Cl)s1
→ ?, 0.4%, -7.8, -26.5%, -1.1, -12.1%, 8.3%
CCCn1nnc(NC(=O)c2sc3ccccc3c2Cl)n1
→ nt, 7.5%, 99.7*, -8.4%, 41.2*, 120.7%[activator], -9.6%
COc1ccc(C[C@@H](NS(=O)(=O)c2ccc(C(=O)O)cc2)C(=O)O)cc1
→ -5.0%, nt, -10.2, -3.6%, 10.0, -27.0%, nt
CCOC(=O)c1c(C)oc2c1c(C=NC1CCS(=O)(=O)C1)c(O)c1ccccc12 (stereo not given)
→ -19.9%, 4.8%, -2.1, -8.6%, 2.1, ?, -4.1%
CCCCn1c(N)c(N(CCOC)C(=O)COC(=O)COc2cccc(C(C)=O)c2)c(=O)[nH]c1=O
→ ?, -3.8%, nt, -14.4%, nt, ?, nt
O=C(C1CCN(c2ccc(N3CCOCC3)nn2)CC1)N1CCN(c2ccc(F)cc2)CC1
→ ?, -15.9%, 71.3*, 44.4%, 9.0, -22.6%, -4.1%
Cc1ccc(C(=O)Nc2ccc(N3CCOCC3)c3nonc23)cc1[N+](=O)[O-]
→ ?, -9.5%, 30.2, -24.3%, 11.9, -10.8%, -0.7%
Cc1cc(NS(=O)(=O)c2ccc(NC(=O)C(C)Oc3ccc(C(C)C)cc3)cc2)no1 (stereo not given)
→ 21.9%, -11.2%, -6.0, -37.6%, -1.7, 13.8%, -0.6%
COc1ccc(NC(=O)CC(C)NCCCN2CCCC2=O)cc1 (stereo not given)
→ -1.8%, 6.1%, -9.1, -23.7%, 13.2, -11.9%, -0.1%
CCOc1ccc(OCC(=O)OCn2c(SC)nnc(C)c2=O)cc1
→ 61.7%[activator], -13.1%, 7.8, -12.1%, -1.5, 19.7%, -1.1%
Cc1cccc(CN2C(=O)CSc3ccc(C(=O)NC4CC4)cc32)c1
→ -29.4%, 4.0%, -8.3, -17.8%, -1.6, -20.3%, 10.3%
COCCNC(=O)CCc1c(C)nc2c(c(C)nn2-c2ccc(C)cc2)c1C
→ ?, -2.5%&-1.7%, -9.5, 46.5%, -3.7, ?, -1.1%
CC(C)C(=O)N1CCN(c2nc(-c3ccccc3)c3c(c2C#N)CCCC3)CC1
→ 8.28µM*, -16.2%, -7.6, 114.8%[activator], -4.7, nt, 1.2%
Cc1ccc(C(=O)NC(=S)NNC(=O)c2ccccc2[N+](=O)[O-])cc1
→ 36.8%, ?, 27.9, -16.3%, 8.5, 40.3%[activator], -5.5%

Ordered by count of non-hydrogen atoms (low to high): some entries from above
Every second line gives: Pf growth 96h, TbPYK inhibitor, Shiga inhibitor, AmpC inh no detg, Cycloheximide cs, Pf growth 48h, LmPK inhibitor
Cc1ccc(CC(=O)NCC(C)C)cc1
→ -14.6%, -2.3%, -1.0, -6.1%, 2.8, 22.8%, 0.5%
CCc1ccccc1OCc1nnc(N)s1
→ nt, -1.8%, -11.9, -14.6%, -2.4, 15.1%, 1.0%
COc1ccc(NC(=O)CC(C)NCCCN2CCCC2=O)cc1 (stereo not given)
→ -1.8%, 6.1%, -9.1, -23.7%, 13.2, -11.9%, -0.1%
Cc1ccc(C(=O)NC(=S)NNC(=O)c2ccccc2[N+](=O)[O-])cc1
→ 36.8%, ?, 27.9, -16.3%, 8.5, 40.3%[activator], -5.5%
COc1ccc(C[C@@H](NS(=O)(=O)c2ccc(C(=O)O)cc2)C(=O)O)cc1
→ -5.0%, nt, -10.2, -3.6%, 10.0, -27.0%, nt
O=C(NCCCn1ccnc1)/C(=C/c1cccnc1)NC(=O)c1ccco1
→ 16.3%, -1.6%, -9.9, -17.9%, -2.8, 3.8%, -2.5%
Cc1cc(NS(=O)(=O)c2ccc(NC(=O)C(C)Oc3ccc(C(C)C)cc3)cc2)no1 (stereo not given)
→ 21.9%, -11.2%, -6.0, -37.6%, -1.7, 13.8%, -0.6%
COc1ccccc1-n1c(SCC(=O)N(C)C2CCS(=O)(=O)C2)nc2ccccc2c1=O (stereo not given)
→ 119.2%[activator], 4.7%, -5.0, 12.2%, -1.3, -2.6%, 2.0%
CCCCn1c(N)c(N(CCOC)C(=O)COC(=O)COc2cccc(C(C)=O)c2)c(=O)[nH]c1=O
→ ?, -3.8%, nt, -14.4%, nt, ?, nt
